# Assay outcomes as filed in PubChem.
# p53 reactivator: qHTS assay for re-activators of p53 using a Luc reporter. hit rate 0.063% among 320,000. Potency, µM (top dose mostly 92.2 µM), without a hit: top-dose activity change, positive = activation, actives largely listed as activators. H1299 p53-A138V BP100-luciferase reporter, luminescence, 24 h; note: % of control where 0% means no effect; nearly all actives have a fitted effect of over 45% in size
#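 p53-null H1299 cells stably carrying temperature-sensitive p53-A138V and a BP100-luciferase reporter were pinned with compounds (4-point, 1:5 series) and held 24 hrs at 37 deg C. Luminescence was read 10 min after detection reagent.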
# MBNL1-CUG inh: qHTS Assay for Inhibitors of MBNL1-poly(CUG) RNA binding; Muscleblind-like protein 1 (Homo sapiens), Q9NR56; TR-FRET MBNL1-His/biotin-(CUG)12 binding, 665/545 ratio; Potency, µM (series often up to 57.5 µM), inactives show top-dose activity change, negative = inhibition, actives largely listed as inhibitors; hit rate 0.036% among 280,000; active = well fitted inhibition curve with a large enough effect in the signal ratio, with a control signal flat, not every such curve was filed as active; inconclusive = small, poorly fitted or top-dose-only effect, or effect the other way, or a change in a side signal; inactive = no such curve, though single readings can be large or run the other way; the % refers to the signal ratio; note: % is set by controls: 0 for no effect and ±100 for the full control effect
# Target sequence (Q9NR56 whole entry, looked up): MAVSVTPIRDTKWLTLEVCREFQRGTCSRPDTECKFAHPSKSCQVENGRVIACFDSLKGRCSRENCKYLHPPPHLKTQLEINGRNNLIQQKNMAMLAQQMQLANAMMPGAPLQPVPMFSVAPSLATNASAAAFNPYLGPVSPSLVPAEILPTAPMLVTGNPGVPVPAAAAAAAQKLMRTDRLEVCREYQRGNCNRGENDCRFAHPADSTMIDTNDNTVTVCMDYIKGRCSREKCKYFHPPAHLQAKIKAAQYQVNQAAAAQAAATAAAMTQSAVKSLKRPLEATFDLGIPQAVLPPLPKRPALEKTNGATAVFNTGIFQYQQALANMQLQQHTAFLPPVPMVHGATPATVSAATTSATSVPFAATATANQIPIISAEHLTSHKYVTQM
#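 His-tagged MBNL1 binding to biotinylated (CUG)12 RNA was measured by TR-FRET using terbium anti-His antibody (0.055 ng/ul final) and streptavidin-XL665 (5 nM final). Compounds were titrated 92 nM to 58 uM; 60 min at room temperature.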
# uPA surface inh: qHTS for Inhibitors of Cell Surface uPA Generation; cell surface uPA generation assay, qHTS; Potency, µM (highest dose often 38.3 µM), without a hit: at the highest dose activity change, negative = inhibition, usual class: inhibitors; hit rate 0.31% among 330,000; active = well fitted inhibition curve with a large enough effect; inconclusive = small, poorly fitted or top-dose-only effect; inactive = no such curve, though single readings can be large or run the other way; tested in mouse RAW 264.7 cells; note: % is set by controls: 0 for no effect and ±100 for the full control effect; nearly all actives have a fitted effect of over 55% in size
# RORg inh: qHTS for inhibitors of ROR gamma transcriptional activity | Nuclear receptor ROR-gamma (Mus musculus), P51450 | hit rate 5.4% among 310,000 | Drosophila S2 Gal4-RORgamma UAS-luciferase reporter, 20 h | Potency, µM (highest dose often 53.6 µM), for the others: at the highest dose activity change, negative = inhibition, most hits filed as inhibitors; note: % is set by controls: 0 for no effect and ±100 for the full control effect; nearly all actives have a fitted effect of over 60% in size
# Target sequence (P51450 whole entry, looked up, the tested form may be a part): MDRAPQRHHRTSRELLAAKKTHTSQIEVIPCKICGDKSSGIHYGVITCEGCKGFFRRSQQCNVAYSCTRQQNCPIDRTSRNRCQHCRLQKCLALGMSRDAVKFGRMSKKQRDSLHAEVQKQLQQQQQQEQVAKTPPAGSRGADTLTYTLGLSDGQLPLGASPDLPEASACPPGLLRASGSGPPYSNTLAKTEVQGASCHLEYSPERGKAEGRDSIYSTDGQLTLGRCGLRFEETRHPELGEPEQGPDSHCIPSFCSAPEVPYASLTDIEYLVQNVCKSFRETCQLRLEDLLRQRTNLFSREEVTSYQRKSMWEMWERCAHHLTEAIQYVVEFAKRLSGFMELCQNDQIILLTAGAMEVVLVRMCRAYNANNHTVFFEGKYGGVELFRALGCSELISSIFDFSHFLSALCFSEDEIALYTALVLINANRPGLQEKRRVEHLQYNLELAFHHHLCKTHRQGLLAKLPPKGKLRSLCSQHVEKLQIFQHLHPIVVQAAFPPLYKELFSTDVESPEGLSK
#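 Luminescence from a UAS-regulated Photinus luciferase reporter in stably transfected Drosophila Schneider cells is measured; decreased signal marks ROR gamma inhibition. Fusion expression is induced by 700 uM copper sulfate for 20 hr.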
# NPC1 prom act: qHTS Assay for NPC1 Promoter Activators; hit rate 2.4% among 320,000; Potency, µM (titrated, usually from 9.22 µM), inactives show top-dose activation, most hits filed as activators; AID 485313, 2010; Huh7 NPC1 promoter luciferase reporter, 24 h;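 note: % of control where 0% means no effect; nearly all actives have a fitted effect of over 60% in size; reporter is driven by a mutant NPC1 promoter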
#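 Stably transfected Huh7 (NPC1 promoter→luciferase), 1500 cells/well in Opti-MEM + 10% FBS, 2 h settle, then compound 24 h at 37 °C. Luminescence after 10 min with Amplite reagent.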
# VP16 counter: VP16 counterscreen qHTS for inhibitors of ROR gamma transcriptional activity; Drosophila S2 Gal4-VP16 UAS-luciferase, luminescence, 20 h; Potency, µM (top dose mostly 53.6 µM), inactives show at the top dose activity, negative = inhibition, hits mostly inhibitors; hit rate 3.5% among 310,000;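 note: Gal4-VP16 expression switched on by copper sulfate through the metallothionein promoter; % is set by controls: 0 for no effect and ±100 for the full control effect; nearly all actives have a fitted effect of over 50% in size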
# FLuc counter: qHTS profiling assay for firefly luciferase inhibitor/activator using purifed enzyme and Km concentrations of substrates (counterscreen for miR-21 project) | Luciferin 4-monooxygenase (Photinus pyralis), P08659 | purified FLuc, Km substrates, luminescence inhibition | Potency, µM (series often up to 57.5 µM), for the others: top-dose activity change, negative = inhibition, actives largely listed as inhibitors | hit rate 6.9% among 360,000;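 note: plate controls were vehicle for no effect and reference inhibitor for full effect; nearly all actives have a fitted effect of over 55% in size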
#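 Purified P. pyralis luciferase, 10 nM final, with Km-level 10 uM D-luciferin and 10 uM ATP in 50 mM Tris acetate pH 7.5, 10 mM Mg acetate, 0.01% Tween-20, 0.05% BSA; 6-point qHTS titration about 60 µM downward; luminescence read.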
# Rab9 promoter act: qHTS Assay for Rab9 Promoter Activators; Potency, µM (highest dose often 9.22 µM), inactives show at the highest dose activation, negative = inhibition, hits mostly activators; hit rate 2.8% among 320,000; Huh7 Rab9 promoter-luciferase reporter, luminescence, 24 h; note: % of control where 0% means no effect; nearly all actives have a fitted effect of over 60% in size
#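 Stable Rab9-luc Huh7, 1500 cells/well, 2 h settle; cmpd in DMSO, 24 h, 37 °C/5% CO2; luciferase reagent 10 min RT; luminescence.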
# BRCA1 expr up: qHTS Assay to Identify Small Molecule Activators of BRCA1 Expression; MCF7-BRCA1-FFLuc reporter, luminescence, 48 h; response scale: scaled: vehicle 0%, 10 µM genistein 100%; Potency, µM (doses to about 46.1 µM), for inactives: at the top dose activation, most hits filed as activators; hit rate 1.1% among 380,000; note: nearly all actives have a fitted effect of over 80% in size; some results filed as inactive show a strong effect at the top dose
#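 MCF7-BRCA1-FFLuc, 2000 cells/well; 2 h attach, 37 °C/5% CO2; compound 48 h; luciferase substrate 15 min; luminescence end-point. Norm. to genistein 10 microM max activation and DMSO; concentration-response curves fitted.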
# ELG1 genotoxic: qHTS screen for small molecules that induce genotoxicity in human embryonic kidney (HEK293T) cells expressing luciferase-tagged ELG1 | AID 504466, 2011 | Potency, µM (highest dose often 46 µM), for inactives: top-dose activity change, positive = activation, usual class: activators | hit rate 1.3% among 330,000 | HEK293T ELG1-luciferase reporter, luminescence, 16 h; note: % of control where 0% means no effect; nearly all actives have a fitted effect of over 60% in size
#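 HEK293T cells expressing luciferase-tagged ELG1 were exposed to compound or DMSO vehicle for 16 hr at 37 °C and 5% CO2. Luciferase activity was then measured with ONE-Glo after 30 min at room temperature.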
# * hit, by the source's call; ? = inconclusive; . = not tested or not shown; & = joins results of further samples; [ ] = remark or other dose. Unless noted, calls come from the whole dose curve; as a rule, active = well fitted curve in the direction sought with a large enough effect; inconclusive = small, poorly fitted or top-dose-only effect, or another doubt; inactive = no such curve, though single readings can be large; an effect the other way counts as inactive or inconclusive. Potency is the fitted concentration of half-maximal effect. The order is random; 13% or so of the library scored in one or more.
entry | molecule | p53 reactivator | MBNL1-CUG inh | uPA surface inh | RORg inh | NPC1 prom act
1 | Cc1ccc(OCc2ccc(C(=O)Nc3nccs3)o2)cc1 | 10% | 107%[activator] | -1% | -36% | 26%
2 | CCCCOc1ccc(C(=O)N(Cc2ccccc2)C2CCS(=O)(=O)C2)cc1 (stereo not drawn) | 0% | -12% | -2% | ? | 0%
3 | Cn1cc(CN2CCN(Cc3cccnc3)CC2)c(-c2ccc3c(c2)OCCO3)n1 | 2% | -3% | 0% | 24% | -2%
4 | Cc1cc(C)c(S(=O)(=O)N2CCOC2CNC(=O)C(=O)NCCN(C)C)c(C)c1 (stereo not drawn) | -7% | -3% | -2% | 9% | -3%
5 | CCCCn1c(=O)[nH]c(=O)c2c1nc(Cn1ncc(Cl)c(Cl)c1=O)n2CCC | -15% | 157%[activator] | 7% | 16µM* | -32%[inhibitor]
6 | CCOc1ccc(N(CC(=O)NC2CCCCC2)C(=O)CCC(=O)Nc2ccccn2)cc1 | 8% | -5% | -5% | 4% | -5%
7 | Cc1ccc(C)c2[nH]c(=O)c(CCNC(=O)CC(C)C)cc12 | 6% | 4% | 10% | -7% | 1%
8 | CCCN1C(=O)C(Cc2nc3ccccc3c(=O)n2-c2ccccc2)c2ccccc21 (stereo not drawn) | -11% | . | -2% | 34%[10 µM] | -6%

entry | VP16 counter | FLuc counter | Rab9 promoter act | BRCA1 expr up | ELG1 genotoxic
1 | 15% | 17µM* | 16% | 99% | 3%
2 | 1% | 3%&5% | -3% | -26% | -2%
3 | 18% | -8% | -7% | 0% | 4%
4 | -23% | 1% | 1% | -24% | -5%
5 | 7.9µM* | -3% | -53%[inhibitor] | -77% | -28%
6 | 3% | 2% | -3% | -17% | -14%
7 | -4% | -2% | -4% | 32% | -6%
8 | 0% | 1% | -3% | -30% | 0%

entry | molecule | p53 reactivator | MBNL1-CUG inh | uPA surface inh | RORg inh | NPC1 prom act
9 | COCCn1c(SCc2cc(=O)n3cc(C)ccc3n2)nc2ccccc2c1=O | 0% | 9% | . | 14% | 0%
10 | COC(=O)C(NC(=O)c1ccc(OC)cc1)(Nc1ncc(S(=O)(=O)c2ccc([N+](=O)[O-])cc2)s1)C(F)(F)F (stereo not drawn) | 17% | ? | -1% | -9% | 0%
11 | CN1C(=S)SC(/[N+]([O-])=C\c2ccccc2)C1(C)C (stereo not drawn) | 10% | ? | 5% | -10% | 2%
12 | CCC(C)NC(=O)C1(NC(=O)Nc2ccccc2)CCCCC1 (stereo not drawn) | -3% | . | -2% | -18% | -7%
13 | S=C(Nc1ccccc1)Nc1ccc(Br)cc1 | 5% | . | -16% | ? | 10%
14 | Cc1nc2nc(SCC(=O)O)nn2c(C)c1Cc1ccccc1Cl | 1% | 1% | 23% | 23% | -4%
15 | Cc1nc(N2CCN(c3ccccn3)CC2)c2c(C)c(C(=O)Nc3ccccc3F)sc2n1 | 1% | 17% | -1% | 2% | 2%
16 | CS(=O)(=O)N(CC(=O)Nc1cccnc1)c1ccc2c(c1)OCO2 | 3% | ? | . | 29% | 0%

entry | VP16 counter | FLuc counter | Rab9 promoter act | BRCA1 expr up | ELG1 genotoxic
9 | 0% | -1% | -4% | . | 0%
10 | 3% | 3%[2.3 µM] | 10% | -65% | -12%
11 | -1% | 2% | 9% | 5% | -1%
12 | -3% | -1% | -2% | -8% | -3%
13 | ? | ? | 7% | 10% | -4%
14 | -2% | ? | 1% | 4% | 1%
15 | -12% | -6% | 4% | 0% | -16%
16 | -7%[0.365 µM] | 8% | -1% | 0% | -7%

entry | molecule | p53 reactivator | MBNL1-CUG inh | uPA surface inh | RORg inh | NPC1 prom act
17 | COc1ccc(NC(=O)C/C(C)=N/NC(=O)C(=O)NC2CCCCC2)c(OC)c1 | 4% | 1% | 2% | 0% | 1%
18 | CC(=O)Oc1cccc(C2C3=C(CC(C)(C)CC3=O)Nc3ccccc3N2C(C)=O)c1 (stereo not drawn) | -1% | -3% | 7% | -21% | -1%
19 | CCOC(=O)c1[nH]c2ccc(OCC)cc2c1NC(=O)CN1CCC2(CC1)OCCO2 | 0% | 19% | 2% | 15% | 11%
20 | CCOC(=O)c1c(C)[nH]c(C)c1C(=O)CSc1nc2ccccc2n1CC | -6% | -5% | 2% | 5% | 1%
21 | CCN(CC)CCN1C(=O)C(=O)/C(=C(/O)c2c(C)[nH]c(C(=O)OC)c2C)C1c1ccco1 (stereo not drawn) | 19% | 15% | 1% | 4% | -4%
22 | CC(C)CNC(=O)c1cccc(NC(=O)C(C)Oc2ccccc2)c1 (stereo not drawn) | -1% | -4% | -5% | -1% | -6%
23 | OCC[C@H]1C[C@H](O)[C@@H](O)[C@@]2(Cc3ccccc3CCO2)O1 | 6% | . | 12% | . | 4%
24 | O=C1c2ccccc2C(O)N1Cc1ccccc1 (stereo not drawn) | 7% | 4% | . | -6% | -4%

entry | VP16 counter | FLuc counter | Rab9 promoter act | BRCA1 expr up | ELG1 genotoxic
17 | -1% | -13% | -1% | 1% | 2%
18 | 10% | -1% | 0% | -18% | 2%
19 | -11% | 2% | 1% | -11% | 5%
20 | -1% | 1% | -4% | -9% | -3%
21 | 1% | -2% | -3% | 1% | 0%
22 | -11%[10 µM] | -1% | -11% | 4% | -5%
23 | . | 2% | 2% | 8% | 3%
24 | 6% | 2% | -2% | -24% | -1%

entry | molecule | p53 reactivator | MBNL1-CUG inh | uPA surface inh | RORg inh | NPC1 prom act
25 | CC(NCc1ccc(F)cc1)C(=O)Nc1cc(S(=O)(=O)N2CCCCC2)ccc1Cl (stereo not drawn) | 2% | -2% | -3% | 27% | -8%
26 | Cc1ccc(N(CC(=O)NCc2ccco2)C(=O)CCC(=O)Nc2ccccn2)cc1C | 2% | 0% | -1% | 8%[10 µM] | 6%
27 | COc1cc(S(=O)(=O)NCCCN2CCOCC2)ccc1-n1cnnn1 | ? | -2% | 0% | -7% | -6%
28 | Cc1cc(C)c(NC(=O)CNC(=O)Cc2ccc(S(=O)(=O)N3CCOCC3)s2)c(C)c1 | 3% | . | 4% | . | -2%
29 | Cn1ncc(N=Cc2c(O)ccc3ccccc23)c1C(=O)Nc1cccc(Cl)c1 | 2% | 0% | 0% | -33% | 0%
30 | O=C(Nc1ncccn1)c1ccc([N+](=O)[O-])cc1 | 5% | ? | 10% | 37% | 1%
31 | Cc1ccc(-n2nc3c(=O)n(CCCC(=O)NCCc4ccccc4C)nc(C)c3c2C)cc1 | -5% | 13% | -2% | 11% | -4%
32 | CC(=O)c1cccc(NC(=O)COC(=O)c2ccc(S(C)(=O)=O)c([N+](=O)[O-])c2)c1 | -15% | . | ? | ? | -7%

entry | VP16 counter | FLuc counter | Rab9 promoter act | BRCA1 expr up | ELG1 genotoxic
25 | 0% | -2% | 0% | -64% | -6%
26 | 2% | -3% | -4% | -3% | 1%
27 | -3% | 0% | 2% | 3% | -7%
28 | . | -1% | 4% | 0% | 0%
29 | 12% | -4% | 2% | -13% | 0%
30 | 4% | -2% | -4% | -5% | 13%
31 | -7% | -16% | 0% | 3% | -8%
32 | -6% | -3% | -3% | -7%&-70% | ?

entry | molecule | p53 reactivator | MBNL1-CUG inh | uPA surface inh | RORg inh | NPC1 prom act
33 | Cc1cc(C(=O)Nc2ccccc2C(=O)O)oc1C | 1% | -6% | -12% | -16% | 12%
34 | CC(=O)c1cccc(OCC(=O)N2CCCc3ccccc32)c1 | 4% | 1% | 1% | -14% | 1%
35 | CSCCC(=O)N1CCC(n2nccc2NC(=O)CCc2ccccc2)CC1 | -3% | -1% | 6% | -25% | -3%
36 | CC(=O)c1ccc(OCC(C)Oc2ccc(C#N)cc2)cc1 (stereo not drawn) | -3% | -12% | 2% | ? | 0%
37 | CS(=O)(=O)Nc1ccc(C(=O)Nc2ccc3c(c2)OCCO3)cc1 | 11% | 2% | . | 11% | ?
38 | O=C(NCc1ccco1)c1ccc(CN2CCOCC2)cc1 | 1% | -4% | 1% | 21% | 15%
39 | CC(CCc1ccccc1)NC(=O)CNC(=S)N(Cc1cccs1)C1CCCC1 (stereo not drawn) | -5% | 6% | 2% | ? | -8%

entry | VP16 counter | FLuc counter | Rab9 promoter act | BRCA1 expr up | ELG1 genotoxic
33 | 4% | 19µM* | 8% | 27% | 9%
34 | -7% | ? | 7% | 19% | 4%
35 | -4% | 2% | -5% | 5% | -7%
36 | ? | 1% | -3% | -16% | -4%
37 | -1% | 19µM* | ? | 70% | ?
38 | 15% | -3% | 8% | 27% | 10%
39 | 0% | -12% | -3% | -68% | 0%
